# Bioassay records: PubChem BioAssay, Fisher Drug Discovery Resource Center
# hcGAS lum = inhibitors of human cGAS; Q8N884; recombinant h-cGAS, ATP depletion, Kinase-Glo luminescence; inhibition, % at 12.5 µM; 290,000 tested, 0.081% active;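 note: 0% = vehicle reaction and 100% = reaction without DNA for no activity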
# Target sequence (Q8N884 whole entry, looked up): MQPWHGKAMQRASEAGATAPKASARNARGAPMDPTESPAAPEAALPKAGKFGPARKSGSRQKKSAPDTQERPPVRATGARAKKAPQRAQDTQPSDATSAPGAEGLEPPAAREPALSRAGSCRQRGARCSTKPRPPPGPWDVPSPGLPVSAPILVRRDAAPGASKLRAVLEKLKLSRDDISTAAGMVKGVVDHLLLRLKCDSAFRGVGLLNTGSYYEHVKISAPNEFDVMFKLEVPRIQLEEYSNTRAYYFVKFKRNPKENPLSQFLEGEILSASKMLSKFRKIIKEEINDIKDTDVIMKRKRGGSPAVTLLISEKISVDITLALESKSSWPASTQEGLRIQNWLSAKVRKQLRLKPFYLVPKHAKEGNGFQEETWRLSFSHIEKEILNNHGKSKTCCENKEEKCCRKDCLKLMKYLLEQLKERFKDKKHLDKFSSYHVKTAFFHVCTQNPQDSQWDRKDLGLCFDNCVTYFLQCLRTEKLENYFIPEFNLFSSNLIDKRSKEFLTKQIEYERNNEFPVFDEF
# NPYLR7 ag = mosquito NPYLR7 agonism; activation, % at 10 µM; AID 1259423; HEK293T NPYLR7/Galpha15, GCaMP6s calcium fluorescence; 270,000 tested, 0.15% active; in the data active = activation above about 40%;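 note: 0% = vehicle and 100% = reference agonist at the receptor; some compounds past the cut are filed as inactive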
# mcGAS inh = inhibitors of mouse cGAS; recombinant cGAS, Kinase-Glo ATP depletion luminescence; Q8C6L5; inhibition, % at 12.5 µM; 160,000 tested, 0.15% active;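 note: 0% = negative control wells and 100% = reference inhibitor with no enzyme activity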
# The depositor's hits bear a star; · = no result given; & = joins results of further samples. Cut-off read from the data, not from the text of the source, unless noted: active = inhibition above about 40%; inactive = the rest. An unsorted share of the library; overall some 0.29% were active at least once.
SMILES,hcGAS lum,NPYLR7 ag,mcGAS inh
NC(N)=Nc1nc2cc3c(cc2[nH]1)OCCCO3,-11.7,0.4,·
COCc1cc(N2CCN(c3cccc(C(F)(F)F)c3)CC2)nc(SCc2ccc(C(=O)NCCc3ccccn3)cc2)n1,-3.6,-8.4,-0.5
Cc1ccc(N2CCC(CNC3CCN(C(=O)c4ccccc4)CC3)C2)cc1 (stereo not given),1.7,8.2,·
CC(=O)Nc1nc(C)c(C(C)=O)s1,-6.4,-1.4,·
Cn1c(C(=O)NC2CCCCCC2)cc2c(=O)n3ccccc3nc21,-4.2&-4.1,3.3&0.8,-4.5
Cc1cc(=O)[nH]c(NN=CC2CC=CCC2)n1 (stereo not given),-4.3,-1.5,·
COc1ccccc1-c1cccc(-c2cccc(NC(=O)c3cccc(Cl)c3)c2)n1,0.4,-6.9,-4.2
CO[C@H]1COC[C@@H]1NC(=O)c1ccc(CSc2ncccn2)o1,-3.3,-0.2,·
C=CCn1c(=O)c2c(nc3n(-c4cccc(Cl)c4)c(C)cn23)n(C)c1=O,-11.5,0.9,·
COc1ccc2nc(C(=O)NC(C)C)ccc2c1,-4.1,3.8,·
N#CC1(N2CCNCC2)CCCCC1,5.3,-1.1,·
Cc1cc(N2CCCN(Cc3nc(C)n4ccccc34)CC2)ccn1,-7.7,1.2,-16.8
Cc1cc(C)c(CN2CCC3(CCC(CN4CCOCC4)O3)CC2)c(C)c1 (stereo not given),0.5,·,-1.6
CC1=NC2=C(C(=O)CCC2)C(c2coc3ccccc3c2=O)C1C(=O)OCCc1ccccc1 (stereo not given),3.8,-9.3,0.9
Cn1cnc2c(Nc3ccc(F)c(Cl)c3)nccc21,-4.9,-1.4,-8.6
Cc1nc(N2CCCC2C(=O)NC2CCc3ccccc32)nc2cc(S(C)(=O)=O)ccc12 (stereo not given),-7.6,1.7,·
CC(C)c1nn(-c2cccc(Cl)c2)c(C(C)C)c1C(=O)NCc1ccccn1,-6.4,6.4,-4.7
O=C(CCC1CCCN(Cc2ccc(Cl)s2)C1)NC1CC1 (stereo not given),-12.5,7.7,·
COc1ccccc1-n1cc(CN2CC(=O)N(Cc3cccnc3)CC(OC)C2)cn1 (stereo not given),-21.7,21.5,-8.9
CCc1nc2ccc(C(=O)N3CCN(c4ccccc4)CC3)cn2c1N(C)CCCc1ccccc1,-4.9,12.1,-4.3

# Whole records as entered above:
# COc1ccc2nc(C(=O)NC(C)C)ccc2c1 is entered as hcGAS lum: -4.1; NPYLR7 ag: 3.8; mcGAS inh: ·
# N#CC1(N2CCNCC2)CCCCC1 is entered as hcGAS lum: 5.3; NPYLR7 ag: -1.1; mcGAS inh: ·

# The results go on.
SMILES,hcGAS lum,NPYLR7 ag,mcGAS inh
CCOC(=O)c1cc(C(=O)OCC)c(N=Nc2c(O)[nH]c(=S)[nH]c2=O)s1,-10.7,-3.7,-5.6
O=C(C1CCCC1)N(Cc1ccc(F)cc1F)CC1CC(c2cccc(F)c2)=NO1 (stereo not given),-4.1,20.1,-5.1
CCCN1CC(NCC(=O)Nc2ccc(C)c(F)c2)CC1=O (stereo not given),0.0,5.3,-13.9
CC1CCN(CC(=O)N2CCC(c3nc4ccccc4o3)CC2)C1=O (stereo not given),-9.4,17.4,·
CC(C)c1nnc(NC(=O)NCCN2CC=CC2)s1,-11.3,6.4,·
COCC(C)NC(=O)c1cc(-c2ccc3c(c2)OCO3)nc2ccccc12 (stereo not given),-5.1,-6.9,-6.8
COc1ccc(OC)c(N2CCN(C(=O)c3cccc(Br)c3)C(C)C2=O)c1 (stereo not given),-8.3,-2.7,·
CCN(C1CCOCC1)C1CN(C(=O)C2CCCCC2)C1,-13.5,·,-6.0
CC(c1ccc(O)c(F)c1)n1ccnc1-c1ccc2c(c1)OCO2 (stereo not given),-9.5,17.0,·
O=C(Cn1cc([N+](=O)[O-])ccc1=O)NCCN1C(=O)CSC1=O,1.6,2.8,·
Cc1cc(C=C(C#N)c2ncc3n2CCCCC3)c(C)n1C1CCCC1,-4.7,6.8,·
CC(c1cccnc1)N(C)Cc1ccncc1 (stereo not given),-9.3,2.6,-9.3
CCc1nc(NC(=O)N(C)CC2Cc3ccccc3O2)nn1C (stereo not given),-11.0&-3.8,2.0&-1.5,-10.5
Cn1cc(Cl)cc1C(=O)OCC(N)=O,-13.0,-1.5,·
O=c1[nH]c(Nc2ccccc2)nc2nccc(-c3ccncc3)c12,-8.4,0.6,-5.5
CC(C)N1CCC(NC(=O)Nc2ccccn2)C1 (stereo not given),-1.8,-0.1,·
COCCN(CCOC)C(=O)c1nn(-c2ccc(C)cc2)c(=O)cc1OC,-5.6,5.2,-6.3
COC(=O)c1ccc2c(=O)[nH]c(/C(Cl)=C/c3sc(Cl)nc3Cl)nc2c1,-3.8,11.3,·
CCC(C)N(Cc1cc(NC(=O)c2cccc(F)c2)ccc1N(C)C)S(C)(=O)=O (stereo not given),-2.1,2.5,-3.9
CC12CCCCC1C2C(=O)N/N=C\c1ccccc1Cl (stereo not given),-2.0,0.5,·
COc1cc(CN2CCCC(N(C)CCc3ccccc3)C2)ccc1O (stereo not given),-4.4,-1.9,-3.4
O=S(=O)(c1ccc(Cl)s1)N1CCC(n2c(CCc3ccccc3)nc3cccnc32)CC1,-3.5,12.1,-9.5
CCN(CC)Cc1ccccc1CNc1ccnc2ccsc12,-5.7,1.8,-14.6
CN1CCC(N(Cc2ccncc2)C(=O)Nc2ccc3c(c2)OCO3)CC1,-9.7,6.3,·
Cc1cccc2c1NC1(CCN(C(=O)Nc3ccccc3F)CC1)NC2=O,-9.3,3.5,-6.0
Cn1c(SCC(=O)NCCc2cccs2)nnc1-c1ccccc1,2.0,0.8,·
O=C(C1CCCCC1)N1CCN(Cc2cc3n(n2)CCNC3)CC1,-0.4,7.9,·
CCOc1ccc(C(=O)Nc2cc(-c3cccs3)nn2-c2nc(C)c(C)c(=O)[nH]2)cc1OCC,-8.1,4.3,·
CC(NC(=O)CCc1ccccc1Cl)c1nnc2n1CCCCC2 (stereo not given),-6.4,6.2,-7.0
Cc1[nH]n(-c2ccc([N+](=O)[O-])cc2)c(=O)c1N=Nc1ccc([N+](=O)[O-])cc1Br,-7.4,6.7,-6.4
Cc1occc1C(=O)N1CC(F)(F)C[C@H]1CN1CCCN(C)CC1,0.3,·,-3.3
O=C(CC(c1cccc2c1OCO2)c1c[nH]c2ccccc12)N1CCN(c2cccc(Cl)c2)CC1 (stereo not given),-4.4,14.4,-3.8
CC1(Cc2ccc3ccccc3n2)C(=O)Nc2ccc(OC(F)(F)F)cc21 (stereo not given),4.9,-2.1,1.9
O=C(NCc1ccccc1-n1ccnc1)C1CCC(=O)N(CCN2CCOCC2)C1 (stereo not given),1.7,5.4,-7.6
CCOc1ccc(Oc2ccc(S(=O)(=O)NC(C)CC#N)cc2)cc1 (stereo not given),-5.6,-3.6,·
COC(CNC(=O)c1cn(C)cc2c(=O)n(-c3ccccc3)nc1-2)OC,-5.6,6.3,-8.4
CSc1ccccc1OCc1cc(C(=O)N2CCC(c3ccccc3Cl)C2)no1 (stereo not given),-5.6,12.9,-12.0
Cc1ccc(SCCSc2nc(N)cc(=O)[nH]2)cc1,-2.2,2.5,·
CC(NC(=O)CSc1nnc(C(C)(C)C)o1)c1ccc(Cl)cc1Cl (stereo not given),-10.8,3.5,·
O=C(c1cccnc1)N1CCC(C2CCN(Cc3cccc(F)c3F)CC2)C1 (stereo not given),-0.9,3.1,·

# An excerpt from above in order of SMILES length, ascending.
SMILES,hcGAS lum,NPYLR7 ag,mcGAS inh
Cc1cccc2c1NC1(CCN(C(=O)Nc3ccccc3F)CC1)NC2=O,-9.3,3.5,-6.0
CC1(Cc2ccc3ccccc3n2)C(=O)Nc2ccc(OC(F)(F)F)cc21 (stereo not given),4.9,-2.1,1.9
CCOc1ccc(C(=O)Nc2cc(-c3cccs3)nn2-c2nc(C)c(C)c(=O)[nH]2)cc1OCC,-8.1,4.3,·

# Laid out differently: results already given.
canonical_smiles	hcGAS lum	NPYLR7 ag	mcGAS inh
O=C(c1cccnc1)N1CCC(C2CCN(Cc3cccc(F)c3F)CC2)C1 (stereo not given)	-0.9	3.1	·
Cn1c(SCC(=O)NCCc2cccs2)nnc1-c1ccccc1	2.0	0.8	·

# Following part
SMILES,hcGAS lum,NPYLR7 ag,mcGAS inh
Cc1ccc(S(=O)(=O)NCCNc2cc(N3CCCC3)nc(C)n2)c(C)c1,3.1,-0.2,·
C=CCn1c(SCC(=O)N2CCOCC2)nc2sc3c(c2c1=O)CCC3,-5.3,-7.4,·
O=C(NC1CC1)c1cc(=S)[nH]c2ccccc12,-6.0,3.4,·
CCC(NC(=O)c1ccc(C2SCCS2)cc1)c1ccc(C)cc1 (stereo not given),-5.0,-1.7,·
O=S(=O)(c1ccccc1)N1CCN(c2ncccn2)CC1,-12.6,7.0,-1.0
O=[N+]([O-])c1ccc2[nH]c(O)c(N=Nc3cccc(Cl)c3Cl)c2c1,-6.0,-0.8,·
Nc1nonc1-c1noc(-c2sc3ccccc3c2Cl)n1,-9.7,-1.4,·
CCOC(=O)Cn1c(C)cn2c3c(=O)n(CC(C)C)c(=O)n(C)c3nc12,3.7,-12.3,·
Cn1ccnc1SCCNc1nc(-c2ccccc2)nc2c1CCNC2,-1.8,7.6,-12.9
CCCN(CCC)Cn1c(O)c(N=NC(=O)c2ccncc2)c2ccccc21,-12.5,7.5,-5.4
CC(C)c1ccc2oc3nc(N)c(C(=O)O)cc3c(=O)c2c1,-6.3,-7.8,·
CCOCCCN(CC(=O)N(Cc1ccc2c(c1)OCO2)Cc1ccc(C)o1)S(=O)(=O)c1ccc(OC)cc1,1.2,-3.4,-2.4
O=C(O)c1ccc(Nc2c(Oc3ccccc3)cnn(-c3ccccc3Cl)c2=O)cc1,2.6,-7.2,0.5
c1ccc(COCC2CCNC2)cc1 (stereo not given),-12.2,15.3,·
Cc1ccc2c(c1)NC(=O)c1cc(NC(=O)C3CCCCC3)ccc1O2,-3.9,5.8,·
Cc1nc2n(n1)C(=O)C(C(c1ccco1)N1CCN(c3ccccc3F)CC1)S2 (stereo not given),-3.0,1.3,-7.1
CCCCCn1c(=O)c2c(nc3n2CC(C)=NN3CCCO)n(C)c1=O,2.6,-0.4,-3.8
O=C(CC1(Cc2ccccc2)C(=O)c2ccccc2C1=O)c1ccccc1,-7.3,19.4,-4.6
CCn1c(-c2cn(C)nc2OC)n[nH]c1=S,-8.0,-2.0,·
Cc1cccc2sc(N(CCCN(C)C)C(=O)CCS(=O)(=O)c3ccccc3)nc12,-4.4,3.9,-1.6
Cc1ccc(OCc2nc(C(=O)NCc3ccccn3)cs2)c(C)c1,-8.1,1.1,-8.6
CC(c1ccccc1)N(Cc1nc(C(=O)NCc2ccncc2)co1)Cc1ccccc1C(F)(F)F (stereo not given),-0.5,·,-2.6
Cn1cc(C(=O)Nc2ccc(C(F)(F)F)cc2)c2[nH]c(=O)n(-c3ccc(F)cc3)c(=O)c21,-7.4,5.6,·
COc1cccc(C(=O)Nc2cccc(-n3nc(OC)nc3-c3cccc(F)c3)c2)c1,-4.8,·,-10.2
Fc1cccc(CN2CCN(Cc3cccc(-n4cccn4)c3)CC2)c1,-1.9,-4.5,-13.6
Cn1nc(C2CCN(C(=O)c3cccnn3)CC2)n(Cc2ccccc2)c1=O,-1.7,1.3,-15.8
O=c1c(=Cc2ccc(F)cc2)sc2n1CCN=2,-10.7,20.4,·
